# NCI-60 one-dose screen, 48 h, at 10 µM unless noted. Numbers give growth in % (100 = growth as untreated, 0 = no growth, -100 = all killed).
# MALME-3M – MALME-3M melanoma | hit rate 5.8% among 78,000 | AID 1794766
# T-47D – T-47D breast cancer; hit rate 5% among 79,000; AID 1794792
# LOX IMVI – LOX IMVI melanoma | hit rate 7.4% among 79,000 | AID 1794757
# HS 578T – HS 578T breast cancer; hit rate 4.1% among 78,000; AID 1794788
# UACC-62 – UACC-62 melanoma | hit rate 5.4% among 81,000
# BT-549 – BT-549 breast cancer. hit rate 4.4% among 78,000. AID 1794793
# SK-MEL-2 – SK-MEL-2 melanoma | hit rate 4.7% among 77,000
# UACC-257 – UACC-257 melanoma; hit rate 4.4% among 78,000
# Numbers without * were called inactive; · = no result given; & = joins results of further samples; ! = a repeat was not active. How the source made its calls: active means growth percent below 10; inactive means the rest.
SMILES,MALME-3M,T-47D,LOX IMVI,HS 578T,UACC-62,BT-549,SK-MEL-2,UACC-257
CCOP(=O)(OCC)c1nc(-c2ccc(C)cc2)oc1NCCCI,87,74,·,76,60,75,81,76
COc1cc(C2CC(c3ccc(Oc4ccc(Br)cc4)cc3)=NN2c2nc(-c3ccc(F)cc3)c(C#N)c(N3CCOCC3)n2)cc(OC)c1OC (configuration not stated),105,87,80,101,95,104,98,100
N=c1c2cc(-c3ccccc3)oc2ncn1NC(=O)c1cccnc1,94,93,111,111,90,92,108,98
FC(F)(F)c1cc(CNc2ncc(Br)c(Cl)n2)cc(C(F)(F)F)c1,76,90,90,99,103,84,94,96
CCOP(=O)(OCC)/C(C#N)=C/c1ccc([N+](=O)[O-])cc1,100,90,100,125,97,102,110,87
CC(C)(C)Nc1c(-c2cccnc2)nc2sccn12,102,91,95,99,102,103,101,89
Clc1ccc(-c2nnc(Cc3nc4ccccc4nc3Cl)o2)cc1,100,93,·,103,92,95,102,108
O=C(CN1CCN(c2cc3c(cc2F)c(=O)c(C(=O)O)cn3C2CC2)CC1)N/N=C/c1ccc(Cl)cc1,97,90,99,106,92,105,102,93
O=C(Nc1ccccn1)c1cc2cc(Nc3nc(-c4ccccc4)nc4ccccc34)ccc2oc1=O,122,96,79,107,100,108,96,115
CC(=O)c1sc(/N=C2\NC(=O)/C(=C3/C(=O)N(C)c4ccc(Cl)cc43)S2)nc1C,86,106,88,116,85,95,100,114
COc1cc(C)cc2oc3oc(=O)c(C(=O)c4cc5cc(Br)ccc5o4)cc3c(=O)c12,99,107,97,·,100,100,114,105
O=C(/C=C/Nc1ccc(S(=O)(=O)O)cc1)c1ccccc1,99,101,97,99,89,115,·,105
Nc1ncnc2c1ncn2C1OC(CO)C(O)C1O (configuration not stated),128&107&147,10.0*!,95&57&106,78&125,101&83&110,123&48&101,121&67&144,105&124&85
CC(=O)/C=C/c1ccc(N(C)Cc2ccc(C(C)(C)C)cc2)cc1,89,63,80,87,79,101,100,85
CCCCc1oc2ccccc2c1C(=O)c1ccc(O)cc1,85,75,83,83,69,70,100,77
COC[C@@]1(C)CC[C@]2(C)CC[C@]3(C)C(=CC[C@@H]4[C@@]5(C)CCCNC(C)(C)[C@@H]5CC[C@]43C)C2C1 (some centres not stated),57,71,13,78,64,87,78,60
O=C1Nc2c(ccc(Cl)c2Cl)/C1=C/c1ccc(O)cc1,108,61,64,89,77,82,108,102
CC(=O)N1N=C(c2ccc(-n3ccc(C(F)(F)F)n3)c(F)c2)CC1c1ccc[nH]1 (configuration not stated),102,92,98,106,91,111,94,96
N#Cc1nnn(-c2ccc(S(N)(=O)=O)cc2)c1N,102,95,94,94,94,104,102,90
O=C(Cn1nnc2ccccc21)N/N=C/c1ccc(F)cc1,101,95,102,92,91,103,106,94

# Taken from the entries so far, 4 compounds:
SMILES,MALME-3M,T-47D,LOX IMVI,HS 578T,UACC-62,BT-549,SK-MEL-2,UACC-257
O=C1Nc2c(ccc(Cl)c2Cl)/C1=C/c1ccc(O)cc1,108,61,64,89,77,82,108,102
CC(=O)N1N=C(c2ccc(-n3ccc(C(F)(F)F)n3)c(F)c2)CC1c1ccc[nH]1 (configuration not stated),102,92,98,106,91,111,94,96
N#Cc1nnn(-c2ccc(S(N)(=O)=O)cc2)c1N,102,95,94,94,94,104,102,90
O=C(Cn1nnc2ccccc21)N/N=C/c1ccc(F)cc1,101,95,102,92,91,103,106,94

# (listing goes on)
SMILES,MALME-3M,T-47D,LOX IMVI,HS 578T,UACC-62,BT-549,SK-MEL-2,UACC-257
O=C(Nc1cccc([N+](=O)[O-])c1)c1ccccc1Cl,87,·,104,90,·,·,90,100
Cc1cc(C)c(C)c(C(=O)O)c1C,101,97,100,104,95,97,101,106
COc1ccc2c(c1)c(CC(=O)[Se]C)c(C)n2C(=O)c1ccc(Cl)cc1,-42*,81,-70*,8.5*,34,-81*,12,3.8*
COc1cn(CC(=O)O)c(=NC(=O)c2ccc(Cl)cc2)s1,95,131,106,167,108,97,99,103
OCC1OC(n2cnc3c(NCc4ccco4)ncnc32)C(O)C1O (configuration not stated),65,8.9*,-64*,11,32,-23*,76,86
COc1cccc(/C=C/C(=O)c2ccccc2)c1O,107,117,98,98,87,102,97,92
O=C(NNC(=O)[C@@H]1C[C@H](C(=O)O)[C@@H]2CCC[C@@H]21)c1ccncc1,100,87,97,98,97,94,99,74
CCOC(=O)c1c2c(c(C)n1C)-c1nn(Cc3ccc(OC)cc3)cc1CC2,161,64,84,·,69,271,111,113
Cc1ccccc1NC(=O)c1sc2nc(C)c(C(=O)/C=C/c3ccccc3)cc2c1N,60,32,-86*,10.0*,7.2*,22,35,68
CCN1CCN(c2nc(NNC(=O)c3ccccc3)nc(N3CCN(C(c4ccccc4)c4ccccc4)CC3)n2)CC1,4.4*,41,-45*,79,80,79,78,14
COc1cccc(C(=O)NNc2nc(Cl)nc(Cl)n2)c1,100,92,97,95,101,103,96,102
O=C(Cl)C(Cl)(c1ccccc1)c1ccccc1,94,96,·,·,94,97,109,100
COc1ccc(C2Cc3c(nn(-c4ccc(C)cc4)c(=O)c3C#N)C(O)=C2[N+](=O)[O-])cc1 (configuration not stated),90,86,95,74,88,108,92,94
COC1OC2=NN=C(C)C2C2(C(=O)Nc3ccccc32)C1OC (configuration not stated),105,97,104,96,99,118,116,109
Cc1nc2sc(C(=O)Nc3ccc(S(=O)(=O)Nc4ncccn4)cc3)c(N)c2c(C)c1Br,105,86,105,108,102,93,101,99
S=C(Nc1ccccc1)N1CCN(C(=S)Nc2ccccc2)CC1,109,99,·,·,98,109,107,109
Cc1ccc(S(=O)(=O)/C(C#N)=C/n2ccc(=O)[nH]c2=S)cc1,·,98,98,100,98,107,95,81
CC(=O)c1[nH]c(Sc2ccccc2)c2ccccc12,93,61,72,82,72,66,78,74
OC(c1ccccc1)c1nn(CN2CCOCC2)c(=S)n1-c1ccc(F)cc1 (configuration not stated),101,104,92,95,96,115,98,97
Oc1ccc(N=Nc2ccc(N=Nc3ccccc3)cc2)cc1,111,16,6.1*,92,1.2*,49,47,53
CC(C)(C)n1cc(-c2ccnc(NCCNS(=O)(=O)c3ccccc3)c2)c(-c2cccc(O)c2)n1,59,24,20,62,70,26,69,66
CCCN1CCc2c(sc3c2c(N2CCCC2)nc2nnnn23)C1,118,100,99,119,96,88,111,105
Nc1cc(N)c2nc(NCCc3ccc(Cl)c(Cl)c3)cnc2c1,·,-27*,40,62,34,97,55,90
CCOC(=O)c1c(-c2ccc(O)cc2)c(C#N)c2c(C#N)c(N)nn2c1N,39,28,55,70,37,61,45,93
O=C(/C=C/c1ccc(Br)cc1)c1ccc(NC(=O)N2CCN(c3cc4c(cc3F)c(=O)c(C(=O)O)cn4C3CC3)CC2)cc1,113,87,89,92,84,97,101,115
N#Cc1c(-c2ccc(Br)cc2)nc(SCC(=O)c2ccc(Cl)cc2)[nH]c1=O,92,91,96,91,90,99,104,106
Clc1ccc(-c2nocc2-c2c[nH]c3ccccc23)cc1,100,98,93,101,98,83,109,103
COc1cc2nc(NC(=O)c3ccc(Oc4ccc(Cl)nn4)c(OC)c3)sc2cc1OC,106,94,107,105,104,113,116,·
CC1(C)COCN1COCCOCN1COCC1(C)C,92,108,99,107,100,118,·,99
CCc1n(Cc2ccc3ccccc3n2)cc[n+]1Cc1ccc2ccccc2n1,-9.4*,-3.7*,26,45,12,13,-27*,-17*
Clc1ccc2c(NCCNC34CC5CC(CC(C5)C3)C4)ccnc2c1,-80*,-47*,-92*,-45*,-90*,-87*,-88*,-66*
Cc1ccc(-c2cc3nc4c(c(=O)n3[nH]2)CCCC4)cc1,100,93,103,108,105,91,111,110
Cc1ccc(Oc2nc3ccccc3cc2-c2nnc(-c3ccc(Cl)cc3)o2)cc1,124,75,88,93,73,94,92,106
COc1cc2c(c(OC)c1OC)C(=O)CC(c1cccc(NC(=O)c3cc(N)ccc3Cl)c1)O2 (configuration not stated),54,35,·,81,62,23,33,65
Fc1ccccc1/C=C(/C1=NCCN1)n1cnc2ccccc21,91,99,90,93,95,102,·,97
CCOC(=O)C1=C(C)NC(=O)NC1c1ccc(OCC(=O)O)cc1 (configuration not stated),103,93,100,88,97,101,98,87
COc1ccc(/C=C/C(=O)c2ccc(NC(=O)COc3cccc4cccnc34)cc2)cc1,101,57,77,99,81,94,94,108
Nc1nc2c(ncn2[C@@H]2O[C@H](CSSC[C@H]3O[C@@H](n4cnc5c(=O)[nH]c(N)nc54)[C@H](O)[C@@H]3O)[C@@H](O)[C@H]2O)c(=O)[nH]1,98,105,98,99,96,101,117,98
CCN1CCN(C2C(=O)NC(c3cccc([N+](=O)[O-])c3)c3sc4c(F)cccc4c32)CC1 (configuration not stated),103,101,103,·,91,101,113,114
Cc1nn(CC(O)c2ccccc2)c(N)c1C(=O)N/N=C\c1ccc(OC(F)F)c(OC2CCCC2)c1 (configuration not stated),122,87,85,87,84,97,114,101
CC(=O)[C@H]1CC[C@]2(C)[C@@H]1CC[C@@H]1[C@@]3(C)C/C(=C/c4ccncc4)C(=O)C(C)(C)[C@@H]3CC[C@]12C,114,111,96,111,86,106,105,104
COc1cc2ncnc(Nc3ccc(C(=O)/C=C/c4ccc(C(F)(F)F)cc4F)cc3)c2cc1OC,106,131,92,67,100,94,105,111
C#CCOc1ccccc1C(Nc1ccccc1Br)c1nnnn1C1CCCCC1 (configuration not stated),99,71,92,92,56,102,99,96
CCOC(=O)C1NC(=O)NC1C(=O)OCC (configuration not stated),111,88,102,97,113,101,·,103
CC1OC(=O)c2cc3ccccc3nc21 (configuration not stated),108,96,96,107,89,90,121,109
NC(=O)CSc1oc(-c2ccccc2)nc1S(=O)(=O)c1ccc(F)cc1,106,90,94,105,85,107,108,102
O=c1[nH]c(=S)c2[nH]c(=S)n(-c3ccccc3)c2[nH]1,145,108,99,·,110,110,114,92
O=S(=O)(NCc1ccccc1)c1cccc(N=Cc2ccccc2O)c1,107,·,100,108,98,112,105,99
N#C/C(=C\c1ccc(-c2ccccc2Cl)o1)c1ccccc1,102,38,84,84,70,89,98,100
Cc1ccc(C=O)s1,99,106,105,99,102,109,122,94
COc1c(/C=N\NC(=S)SCc2ccccc2)c(O)cc2oc(C)cc(=O)c12,77,60,52,87,67,70,82,81
CC12CC[C@@H]3[C@]4(C)COC(c5cc(F)cc(F)c5)O[C@@H]4CC[C@@]3(C)[C@@H]1CC(C1=CCOC1=O)O2 (some centres not stated),69,22,52,77,53,12,69,42

# Among those listed so far, 18 contain a Cl atom.
SMILES,MALME-3M,T-47D,LOX IMVI,HS 578T,UACC-62,BT-549,SK-MEL-2,UACC-257
FC(F)(F)c1cc(CNc2ncc(Br)c(Cl)n2)cc(C(F)(F)F)c1,76,90,90,99,103,84,94,96
Clc1ccc(-c2nnc(Cc3nc4ccccc4nc3Cl)o2)cc1,100,93,·,103,92,95,102,108
O=C(CN1CCN(c2cc3c(cc2F)c(=O)c(C(=O)O)cn3C2CC2)CC1)N/N=C/c1ccc(Cl)cc1,97,90,99,106,92,105,102,93
CC(=O)c1sc(/N=C2\NC(=O)/C(=C3/C(=O)N(C)c4ccc(Cl)cc43)S2)nc1C,86,106,88,116,85,95,100,114
O=C1Nc2c(ccc(Cl)c2Cl)/C1=C/c1ccc(O)cc1,108,61,64,89,77,82,108,102
O=C(Nc1cccc([N+](=O)[O-])c1)c1ccccc1Cl,87,·,104,90,·,·,90,100
COc1ccc2c(c1)c(CC(=O)[Se]C)c(C)n2C(=O)c1ccc(Cl)cc1,-42*,81,-70*,8.5*,34,-81*,12,3.8*
COc1cn(CC(=O)O)c(=NC(=O)c2ccc(Cl)cc2)s1,95,131,106,167,108,97,99,103
COc1cccc(C(=O)NNc2nc(Cl)nc(Cl)n2)c1,100,92,97,95,101,103,96,102
O=C(Cl)C(Cl)(c1ccccc1)c1ccccc1,94,96,·,·,94,97,109,100
Nc1cc(N)c2nc(NCCc3ccc(Cl)c(Cl)c3)cnc2c1,·,-27*,40,62,34,97,55,90
N#Cc1c(-c2ccc(Br)cc2)nc(SCC(=O)c2ccc(Cl)cc2)[nH]c1=O,92,91,96,91,90,99,104,106
Clc1ccc(-c2nocc2-c2c[nH]c3ccccc23)cc1,100,98,93,101,98,83,109,103
COc1cc2nc(NC(=O)c3ccc(Oc4ccc(Cl)nn4)c(OC)c3)sc2cc1OC,106,94,107,105,104,113,116,·
Clc1ccc2c(NCCNC34CC5CC(CC(C5)C3)C4)ccnc2c1,-80*,-47*,-92*,-45*,-90*,-87*,-88*,-66*
Cc1ccc(Oc2nc3ccccc3cc2-c2nnc(-c3ccc(Cl)cc3)o2)cc1,124,75,88,93,73,94,92,106
COc1cc2c(c(OC)c1OC)C(=O)CC(c1cccc(NC(=O)c3cc(N)ccc3Cl)c1)O2 (configuration not stated),54,35,·,81,62,23,33,65
N#C/C(=C\c1ccc(-c2ccccc2Cl)o1)c1ccccc1,102,38,84,84,70,89,98,100

# Screening data: PubChem BioAssay, NCI
